# Bioassay records (PubChem BioAssay)
# AID inhibitor: Primary qHTS assay for inhibitors of Activation Induced Cytidine Deaminase (AID): AID signal; 91,000 tested, 0.32% active; AID deamination FRET fluorescence, UDG-coupled, 4 h; Single-stranded DNA cytosine deaminase (Homo sapiens), Q9GZX7; AID 1347428, 2020; Potency, µM (highest dose often 115 µM), inactives show at the top dose activity change, negative = inhibition, most hits filed as inhibitors; further: nearly all actives have a fitted effect of over 25% in size
# Target sequence (Q9GZX7 whole entry, looked up): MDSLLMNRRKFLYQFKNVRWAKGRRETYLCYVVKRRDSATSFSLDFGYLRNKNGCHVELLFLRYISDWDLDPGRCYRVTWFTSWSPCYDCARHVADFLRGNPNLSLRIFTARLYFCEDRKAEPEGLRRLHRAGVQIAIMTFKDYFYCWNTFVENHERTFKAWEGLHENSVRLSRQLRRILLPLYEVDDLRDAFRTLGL
# UDG counter: Primary qHTS assay for inhibitors of Activation Induced Cytidine Deaminase (AID): UDG Counterscreen signal | AID 1347430, 2020 | 91,000 tested, 0.14% active | Uracil-DNA glycosylase | Potency, µM (titrated, usually from 115 µM), for inactives: at the top dose activity change, negative = inhibition, actives largely listed as inhibitors | FRET deamination/UDG coupled assay, UDG read, 4 h; further: nearly all actives have a fitted effect of over 65% in size
# Active calls of the source: *; ? = inconclusive; [ ] = dose if it differs, or a comment. The call rests on the fitted dose curve; in most records, active means well fitted curve in the direction sought with a large enough effect; inconclusive means small, poorly fitted or top-dose-only effect, or another doubt; inactive means no such curve, though single readings can be large; an effect the other way counts as inactive or inconclusive. On the % scale 0 is the no-effect control and ±100 the full control effect; potency means the concentration at half of the fitted maximal effect.
# The first 18 records, to show the layout:
SMILES,AID inhibitor,UDG counter
CC1CCCCN1c1csc2ccc(F)cc2c1=O (stereo not drawn),4%,-3%
Cc1ccc2ncc(C(=O)N3CCN(c4ccccc4F)CC3)c(=O)n2c1,19%,-5%
CCOc1ccccc1NC(=O)C(Cc1ccccc1)NS(=O)(=O)c1ccc2c(c1)oc(=O)n2C (stereo not drawn),13%,-18%
COc1ccc(NC(=O)Cn2c(=O)n(CCCCCC(=O)NCc3ccc4c(c3)OCO4)c(=O)c3sccc32)cc1Cl,9%,-1%
Cc1c(-c2ccc(Cl)cc2)c(=O)oc2ccc(OC(=O)N3CCOCC3)cc12,-3%,3%
CC(CNC(=O)Cc1ccc(NC(=O)N2CCSc3ncccc32)cc1)c1ccccc1 (stereo not drawn),1%,9%
CCOc1ccc(NC(=O)c2cc(S(=O)(=O)N3CCCCC3)c[nH]2)cc1,38%[activator],-12%
O=C(CCCc1nc2ccccc2s1)NC1CCCCCCC1,-6%,-8%
Cc1ccc(C(=O)c2c(C)c(C)cc(C)c2C)cc1,1%,5%
Cn1c(=O)oc2cc(S(=O)(=O)NC(Cc3ccccc3)C(=O)Nc3ccc(F)cc3)ccc21 (stereo not drawn),20%,-13%
O=CNNC(=S)NCCc1ccccc1,2%,5%
CCOc1ccc(NC(=O)Cn2c(=O)oc3cc(S(=O)(=O)N4CCCCCC4)ccc32)cc1,9%,?
COc1ccccc1C(=O)Oc1ccc(F)cc1C(=O)/C=C/c1ccc(C)cc1,-20%,-4%
COc1cc(NC(=O)C2CCN(c3cnc4ccccc4n3)CC2)cc(OC)c1OC,6%,13%
CCOc1ccccc1C(=O)N1CCC(C(=O)c2ccc3c(c2)OCCO3)CC1,-4%,8%
Cc1ccc2c(c1)-c1onc(C(=O)Nc3cc(-c4cccc(F)c4)no3)c1CO2,-6%,1%
CCNC(=O)CCSc1nnc(-c2ccc(O)cc2)o1,30%,10%
c1ccc(-c2ccc(CNCC3CCCO3)cc2)cc1 (stereo not drawn),-10%,0%

# The listing, from the start:
SMILES,AID inhibitor,UDG counter
CC1CCCCN1c1csc2ccc(F)cc2c1=O (stereo not drawn),4%,-3%
Cc1ccc2ncc(C(=O)N3CCN(c4ccccc4F)CC3)c(=O)n2c1,19%,-5%
CCOc1ccccc1NC(=O)C(Cc1ccccc1)NS(=O)(=O)c1ccc2c(c1)oc(=O)n2C (stereo not drawn),13%,-18%
COc1ccc(NC(=O)Cn2c(=O)n(CCCCCC(=O)NCc3ccc4c(c3)OCO4)c(=O)c3sccc32)cc1Cl,9%,-1%
Cc1c(-c2ccc(Cl)cc2)c(=O)oc2ccc(OC(=O)N3CCOCC3)cc12,-3%,3%
CC(CNC(=O)Cc1ccc(NC(=O)N2CCSc3ncccc32)cc1)c1ccccc1 (stereo not drawn),1%,9%
CCOc1ccc(NC(=O)c2cc(S(=O)(=O)N3CCCCC3)c[nH]2)cc1,38%[activator],-12%
O=C(CCCc1nc2ccccc2s1)NC1CCCCCCC1,-6%,-8%
Cc1ccc(C(=O)c2c(C)c(C)cc(C)c2C)cc1,1%,5%
Cn1c(=O)oc2cc(S(=O)(=O)NC(Cc3ccccc3)C(=O)Nc3ccc(F)cc3)ccc21 (stereo not drawn),20%,-13%
O=CNNC(=S)NCCc1ccccc1,2%,5%
CCOc1ccc(NC(=O)Cn2c(=O)oc3cc(S(=O)(=O)N4CCCCCC4)ccc32)cc1,9%,?
COc1ccccc1C(=O)Oc1ccc(F)cc1C(=O)/C=C/c1ccc(C)cc1,-20%,-4%
COc1cc(NC(=O)C2CCN(c3cnc4ccccc4n3)CC2)cc(OC)c1OC,6%,13%
CCOc1ccccc1C(=O)N1CCC(C(=O)c2ccc3c(c2)OCCO3)CC1,-4%,8%
Cc1ccc2c(c1)-c1onc(C(=O)Nc3cc(-c4cccc(F)c4)no3)c1CO2,-6%,1%
CCNC(=O)CCSc1nnc(-c2ccc(O)cc2)o1,30%,10%
c1ccc(-c2ccc(CNCC3CCCO3)cc2)cc1 (stereo not drawn),-10%,0%
O=C(O)c1ccccc1C(=O)c1cc(Cl)ccc1Cl,-3%,-9%
CCCCCCn1c(CN2CCN(c3ccccc3)CC2)nc2c1c(=O)n(C)c(=O)n2C,?,-1%
O=C(NC(c1ccccc1)c1ccccc1)C(Sc1ccccc1)c1ccccc1 (stereo not drawn),2%,1%
Cc1cc(C)cc(NC(=O)c2sc3nc(-c4ccccc4)cn3c2C)c1,-4%,-6%
COC(=O)C(C)(N)Cc1ccc(O)cc1 (stereo not drawn),5%,-1%
N#Cc1ccc(CN2CCN(C(=O)c3cc(C4CC4)nn3-c3ccccc3)CC2)cc1,-17%,-11%
O=C(Nc1ccccc1C(=O)N1CCOCC1)c1cccc(Br)c1,-8%,29%
# Further records.
SMILES,AID inhibitor,UDG counter
NNC(=O)c1cccc([N+](=O)[O-])c1,-3%,3%
Cc1cc(=O)n2c(n1)NC(Nc1ccc(F)cc1)=NC2c1cccs1 (stereo not drawn),5%,11%
CC(=O)c1cccc(NC(=O)c2ccc(Cl)c(S(=O)(=O)N3CCOCC3)c2)c1,-10%,5%
O=C(O)CCNS(=O)(=O)c1ccc(Br)cc1,6%,8%
COc1ccc(CNC(=O)C23CCC(=O)N2CCS3)cc1 (stereo not drawn),3%,-1%
CN(C)CC(O)COc1ccc(NC(=O)Nc2ccccc2)cc1 (stereo not drawn),-3%,-2%
CCc1ccc(Sc2cc(C(=O)NCc3cccc(OC)c3)c3ccccc3n2)cc1,?,-14%
COc1cccc(COC(=O)c2ccc(-c3nnn(Cc4ccccc4)n3)cc2)c1,11%,0%
Cc1ccc(C)c(NC(=O)N2CCc3cc(S(=O)(=O)N4CCC(C)CC4)ccc32)c1,6%,-5%
Cc1ccc(CNC(=O)Cn2c3ncccc3c(=O)n2-c2ccccc2)cc1,-9%,-7%
CCN1CCc2c(sc(-n3cccc3)c2C(CCC(C)C)NC(=O)NCCC(=O)OC)C1 (stereo not drawn),127%[activator],-3%
O=C(Nc1cccc(-c2nc3ncccc3o2)c1)c1ccc(-c2cccc(Cl)c2Cl)o1,-6%,?
COc1ccc(NC(=O)c2sc3nc(-c4ccc(OC)cc4)cc(C(F)(F)F)c3c2N)cc1,9%,3%
CCOc1ccc(N(C)C(=O)c2oc(=O)c3ccccc3c2-c2ccccc2)cc1,?,-4%[57.5 µM]
Cn1c(=O)c2c(SCC(=O)Nc3ccc(F)cc3F)nc(C3CCCC3)nc2n(C)c1=O,9%,19%
COc1ccc(NC(=O)C2CCCN(S(=O)(=O)c3cccs3)C2)cc1 (stereo not drawn),8%,-14%
Clc1ccccc1N/N=C/C(Br)=C/c1ccccc1,17%,-8%
COc1ccc(C)cc1NC(=O)c1cc(S(=O)(=O)N2CCOCC2)cn1C,31%[activator],5%
CCc1cccc(C)c1NC(=O)CN(C)S(=O)(=O)c1cccc2nsnc12,21%,3%
CCN(CC)CC(=O)Nc1c(-c2ccccc2)c2cc(Br)ccc2[nH]c1=O,-7%,-8%
COc1ccc(NC(=O)c2ccc(NC(=O)CCS(=O)(=O)c3cccs3)cc2)cc1,24%,-28%
N#Cc1ccc(OCCOC(=O)c2ccccc2SCC2CCCO2)cc1 (stereo not drawn),-10%,2%
O=C(CSc1nc2ccccc2nc1Cc1ccc(Cl)cc1)Nc1ccc2c(c1)OCO2,13%,-2%[57.5 µM]
COc1ccc2c(C)cc(SCC(=O)N3CCCC3)nc2c1,-11%,1%
O=C(CCn1c(=O)c2sccc2n(Cc2cccc(F)c2)c1=O)NCc1ccc2c(c1)OCO2,2%,-3%
# (more compounds)
SMILES,AID inhibitor,UDG counter
O=C(NCc1ccc(Cl)cc1)c1cc2cccc3c2n1CCS3,?,13%
Cc1ccc(C2C(C#N)=C(N)OC3=C2C(=O)CC(c2ccccc2Cl)C3)cc1 (stereo not drawn),-1%,-4%
CCCCNCc1ccc(-c2ccc(C(C)O)cc2)o1 (stereo not drawn),-11%,-5%
O=C(COC(=O)C12CC3CC(CC(Br)(C3)C1)C2)Nc1ccc([N+](=O)[O-])cc1Br,4%,10%
COc1ccc(CCNC(=O)c2ccc3[nH]c(C)c(C)c3c2)cc1OC,6%,-10%
CNC(=O)c1cccc(NC(=O)c2ccc(N(C)C)cc2)c1,3%,-8%
Cc1ccc(C)c(C(C)(C)CC(=O)O)c1,3%,-2%
Cc1ccc(S(=O)(=O)CC(=O)c2ccc(Cl)cc2)cc1C,-15%,7%
COc1cccc(CNC(=O)CN2C(=O)COc3ccc(S(=O)(=O)Nc4ccccc4)cc32)c1,-3%,-1%
CCOc1ccccc1NC(=O)c1nnn(CC(=O)Nc2ccccc2CC)c1N,10%,-3%
CCCN(Cc1cccs1)C(=O)Nc1ccc(Br)cc1F,-7%,-13%
Cc1ccc(C(=O)Nc2cccc(CNCc3csc(C)n3)c2)cc1,-3%,-1%
O=C(NC1CCS(=O)(=O)C1)c1cc2sccc2n1Cc1ccccc1Cl (stereo not drawn),-11%,-2%
O=C(Nc1ccc(Cl)c(C(F)(F)F)c1)/C(=C/c1ccc(F)cc1)c1ccc(-c2ccccc2)cc1,-5%,-6%
CCN(C(=O)Cn1c(=O)oc2cc(S(=O)(=O)N3CCCCCC3)ccc21)c1cccc(C)c1,-18%,-1%
CCOC(=O)CCNCc1ccccc1,7%,4%
Cc1ccc(C)c(OCC(=O)N2CCN(c3ncccn3)CC2)c1,-2%,6%
COc1ccc(-c2[nH]nc3nc(-c4cc(OC)c(OC)c(OC)c4)cc(C(=O)O)c23)cc1,1%,-2%
CCOc1ccccc1CNC(=O)c1c(C)oc2ncnc(N3CCOCC3)c12,-15%,-9%
Cc1cc(C)cc(NS(=O)(=O)c2ccc3[nH]cc(C(=O)NCc4ccccc4Cl)c(=O)c3c2)c1,-13%,-7%[57.5 µM]
O=C(c1cc(S(=O)(=O)N2CCCC2)c[nH]1)N1CCN(c2cccc(Cl)c2)CC1,41%,-1%
CC(C)(CNC(=O)Cc1ccccc1)CNC(=O)Cc1ccccc1,-1%,-3%
CCCn1c(=O)c2sc(N3CCCC3)nc2n(CC(=O)NC2CCCCC2)c1=O,-17%,15%
Cc1cccc(C2NC(=O)c3c(sc4c3CCN(C)C4)N2)c1O (stereo not drawn),147%[activator],-12%
Cc1ccc(/C=C/C(=O)Nc2nc(-c3cccs3)ns2)cc1,15%,4%[57.5 µM]
# (list continues)
SMILES,AID inhibitor,UDG counter
COC(=O)Cc1c(C)c2cc3c(c(C)c2oc1=O)OCN(CCc1ccc(F)cc1)C3,-3%,6%
CN(C)c1cccc(Nc2nc3ccccc3nc2NS(=O)(=O)c2cccs2)c1,-17%,?
CC[N+](C)(CC)CCCOC(=O)C1(c2ccccc2)CCCC1,-6%,-5%
Cc1cc(C)[nH]c(=S)n1,3%,-15%
Cc1ccc(-n2ncc(C(=O)N3CCN(C4CCCCC4)CC3)c2C2CCN(C(=O)OC(C)(C)C)CC2)cc1,-25%,8%
COc1ccc(-c2noc(CSc3nc4ccc(C)cc4[nH]3)n2)cc1,8%,4%
CC(=O)c1ccc(OC(=O)c2ccccc2C)cc1,-2%,-9%
O=C(CCCCCn1c(=O)[nH]c2ccccc2c1=O)N1CCN(c2ccc(Cl)cc2)CC1,-11%,-1%
CC1CCC(C(C)C)C(OC(=O)COC(=O)c2ccc3c(c2)OCO3)C1 (stereo not drawn),2%,-3%
CCCNC(=O)NNC(=O)c1cn(C)c2ccccc12,7%,-5%
COc1ccc(NC(=O)CCNS(=O)(=O)c2cccc3nonc23)cc1,12%,-2%
COC(=O)c1ccc(OC(=O)CC23CC4CC(CC(C4)C2)C3)cc1,-12%,-10%
CCNC(=S)NNC(=O)C(C)C,-4%,0%
Cc1cc(=O)oc2cc(OCC(=O)N3CCCC3)c(Cl)cc12,2%,10%
CCN(CC)C(=O)CSc1nc2ccccc2c(=O)n1CCc1cccs1,-5%,-8%
COc1ccc2c(c1)CC(C(=O)NCCCN1CCN(c3ccc(F)cc3)CC1)CO2 (stereo not drawn),-13%,2%
Cc1nc2c(c(C)c1CCC(=O)NCc1ccc(Cl)cc1)c(=O)n(C)c(=O)n2C,17%,6%
CCC(Sc1nc2c(sc3ccccc32)c(=O)n1CCCC(=O)NC1CCCC1)C(=O)Nc1cccc(OC)c1 (stereo not drawn),18%,4%[57.5 µM]
Cc1ccc(C(=O)NCC(c2cccs2)S(=O)(=O)c2cccs2)cc1 (stereo not drawn),-25%,-13%
COc1ccc(C2=CC(c3ccc(Cl)cc3)n3nnnc3N2)c(OC)c1 (stereo not drawn),-13%,-1%
CCCSc1nc2c(c(=O)n(C)c(=O)n2C)n1Cc1ccccc1Cl,-2%,-11%
Cn1c(=O)c2c(ncn2CC(=O)c2cccc(C(F)(F)F)c2)n(C)c1=O,9%,5%
CCC1CN(C(=O)N2CCC(C(=O)NCc3ccc(C)o3)CC2)c2ccccc2O1 (stereo not drawn),-4%,-6%[57.5 µM]
Brc1ccc(CSc2c[nH]c3ccccc23)cc1,27%,2%
O=C(NCCc1c[nH]c2ccccc12)c1ccc(Cl)cc1,-16%,?
# Further records follow.
SMILES,AID inhibitor,UDG counter
COc1ccc(N2CCN(c3nc4ccc(C)cc4n4nnnc34)CC2)cc1,15%,1%[57.5 µM]
O=C(NCc1ccco1)c1ccc(C#Cc2ccccc2)cc1,-2%,-2%
CC(C)(C)c1ccc2c(c1)OCCOCCOCCOc1cc(C(C)(C)C)ccc1OCCOCCOCCO2,-15%,-12%
Cc1ccc(OCc2nnc(NC(=O)Nc3ccccc3F)s2)c(C)c1,3%,11%
CCCCCc1ccc(-c2ccc(C34CCC(CC)(CC3)CC4)cc2)nc1,-2%,-8%
O=C(Nc1ccc(OC(F)(F)F)cc1)C1CCCN(S(=O)(=O)c2ccc(Br)s2)C1 (stereo not drawn),-10%,-15%[57.5 µM]

# A portion of the library; the hit share may differ from the screen's.
